Assay outcomes from PubChem BioAssay.
OXTR ag: human OXTR agonists, primary screen, fluorescence, CHO-OTR cells, Fluo-8 calcium; Oxytocin receptor (Homo sapiens), P30559; Fluo-8 calcium fluorescence; normalized: DMSO 0%, oxytocin 100%; activation, % at 3 µM; 0.32% of 320,000 active;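 active = activation above the mean of all tested compounds plus 3 SD, cutoff set per screening run, cut at about 20% in these data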;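 also: peak over basal fluorescence ratio from a 100 s FLIPR kinetic read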
Target sequence (P30559 whole entry, looked up): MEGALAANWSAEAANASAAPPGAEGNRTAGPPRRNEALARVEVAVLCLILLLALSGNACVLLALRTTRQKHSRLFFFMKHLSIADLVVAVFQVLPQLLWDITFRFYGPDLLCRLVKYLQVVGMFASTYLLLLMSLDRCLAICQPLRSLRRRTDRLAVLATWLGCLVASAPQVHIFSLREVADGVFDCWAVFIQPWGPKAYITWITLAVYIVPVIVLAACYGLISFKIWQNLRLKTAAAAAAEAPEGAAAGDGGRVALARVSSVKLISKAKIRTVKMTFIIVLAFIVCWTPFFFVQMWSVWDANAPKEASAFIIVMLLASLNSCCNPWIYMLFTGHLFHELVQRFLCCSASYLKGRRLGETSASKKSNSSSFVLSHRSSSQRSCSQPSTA
MEKK2wt PB1 HTS: modulators of MEK5 binding to wildtype MEKK2, primary screen, biochemical, multiplex bead flow cytometry, Alexa488-MEK5; Mitogen-activated protein kinase kinase kinase 2 (Homo sapiens), Q9Y2U5; Alexa488-MEK5 binding to MEKK2 WT; actives lie on both sides; binding response (% of control), % at 10 µM; 1.1% of 290,000 active; in the data active = binding response below about 67% or above about 130%
NALP1 yeast inh: NALP1 inflammasome inhibitors in reconstituted yeast, colorimetric, S. cerevisiae, triplicate retest; 0.61% of 280,000 active; inhibition, % at 10 µM; S. cerevisiae NALP1/ASC/caspase-1 growth, X-gal OD620, 72 h; AID 2071, 2009; in the data active = inhibition mostly above about 24%, no sharp cut-off; inactive = mostly below about 32%; also: some compounds called inactive have numbers as strong as hits
PfM18AAP inh: PfM18AAP inhibitors, malaria aminopeptidase, primary screen, biochemical, QFRET, recombinant enzyme; H-Glu-NHMec fluorogenic cleavage; inhibition, % at 7.35 µM; 1.2% of 290,000 active; AID 1822, 2009;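 active = inhibition above the campaign mean inhibition over all tested compounds plus 3 SD, cut at about 28% in these data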;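 also: 0% = plate median of test compound wells and 100% = 2 mM ZnCl2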
GalR3 antagonist: GalR3 antagonists in HEK293 cells, primary screen, cell-based, fluorescence readout | Galanin receptor type 3 (Homo sapiens), O60755 | 0.44% of 360,000 active | HEK293 GalR3-CNG cAMP membrane potential fluorescence; galR3 body fused to GalR1 C-terminus | inhibition, % at 3 µM;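 active = inhibition above the screen-wide average plus 3 SD, cut at about 13% in these data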;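 also: forskolin and galanin both at EC90 stimulate the cells; cAMP rise reported by CNG channel membrane potential dye signal; 0% = forskolin plus galanin with DMSO and 100% = forskolin alone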
Target sequence (O60755 1-299 limits assumed): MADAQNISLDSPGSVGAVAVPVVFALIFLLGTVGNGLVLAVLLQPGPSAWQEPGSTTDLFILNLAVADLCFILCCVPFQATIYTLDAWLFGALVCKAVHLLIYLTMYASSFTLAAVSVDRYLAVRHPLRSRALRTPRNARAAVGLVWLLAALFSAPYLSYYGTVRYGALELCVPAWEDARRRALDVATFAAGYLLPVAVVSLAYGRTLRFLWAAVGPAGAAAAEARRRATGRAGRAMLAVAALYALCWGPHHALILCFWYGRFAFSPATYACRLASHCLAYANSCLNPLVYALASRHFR
V1aR counter: agonists of human V1a receptor, primary screen, counter-screen for OXTR agonist project, fluorescence, CHO-V1R cells. 0.25% of 320,000 active. AID 2797, 2010. activation, % at 3 µM. Fluo-8 calcium fluorescence, agonist mode; 0% DMSO, 100% 3 nM vasopressin;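 active = activation above the mean activation of all tested compounds plus 3 SD, per screening run, cut at about 20% in these data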;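 also: signal is peak over basal fluorescence ratio across a 100 second FLIPR read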
MEKK2mut PB1 HTS: MEK5 binding signal on mutant MEKK2 PB1, primary screen, biochemical, multiplex bead flow cytometry, Alexa488-MEK5 | Alexa488-MEK5 binding to MEKK2 mutant | 0.35% of 290,000 active | percent response, % at 10 µM; in the data active = percent response above about 24%, passing the limit was not always enough; also: inactives centre near 1; some results filed as inactive read as strong as hits
GPR7 antag: GPR7 receptor antagonists, primary screen, cell-based, fluorescence, single concentration; Neuropeptides B/W receptor type 1 (Homo sapiens), P48145; 1.1% of 290,000 active; AID 1861, 2009; inhibition, % at 4.4 µM; GPR7-expressing cells, fluorescence antagonist assay; in the data active = inhibition above about 16%, passing the limit was not always enough;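 also: cells stimulated with the agonist NPW; 0% = agonist with vehicle and 100% = vehicle without agonist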
Target sequence (P48145 whole entry, looked up): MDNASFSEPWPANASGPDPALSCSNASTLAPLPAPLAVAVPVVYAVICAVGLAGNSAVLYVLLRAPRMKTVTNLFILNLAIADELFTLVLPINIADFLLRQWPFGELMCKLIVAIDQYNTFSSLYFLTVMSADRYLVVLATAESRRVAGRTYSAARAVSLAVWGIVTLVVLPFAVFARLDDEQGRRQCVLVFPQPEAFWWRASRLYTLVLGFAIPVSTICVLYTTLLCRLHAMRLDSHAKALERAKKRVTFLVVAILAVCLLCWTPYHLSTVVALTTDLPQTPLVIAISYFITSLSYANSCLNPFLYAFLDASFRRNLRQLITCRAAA
OXTR potentiate: human OXTR potentiators, primary screen, fluorescence, CHO-OTR cells, Fluo-8 calcium | 0.061% of 320,000 active | activation, % at 3 µM | AID 2445, 2010 | Oxytocin receptor (Homo sapiens), P30559 | Fluo-8 calcium fluorescence, potentiator mode; 0% = oxytocin EC15, 100% = EC100;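 active = activation above that plate's cutoff, the mean activation of tested compounds plus 3 SD, cut at about 6.6% in these data, passing the limit was not always enough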;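 also: 100% uses oxytocin at 75 nM as the full agonist control; some results filed as inactive read as strong as hits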
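Assay system: CHO cell line stably expressing human OTR. Reagent: EC15 oxytocin agonist. Dosing: single dose, 3.0 µM nominal final compound concentration. Timing: compound 6 min at room temperature before oxytocin, 100 s read. Signal: kinetic Fluo-8 calcium fluorescence. Controls: oxytocin EC15 low and EC100 high.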
Starred values were filed as active, the others as inactive; nt = no result given. No enrichment for hits, and some 4.1% of all compounds hit somewhere here.

SMILES | OXTR ag | MEKK2wt PB1 HTS | NALP1 yeast inh | PfM18AAP inh | GalR3 antagonist | V1aR counter | MEKK2mut PB1 HTS | GPR7 antag | OXTR potentiate
CCc1nc2nc(C)c(NS(=O)(=O)c3ccc4c(c3)CCCC4)c(=O)n2[nH]1 | -0.1 | 101 | 17 | -8 | -8 | -0.3 | 0 | -12 | -7
COc1ccc(CCn2nc(C)c([N+](=O)[O-])c2C)cc1 | -0.9 | 108 | 11 | 0 | -3 | -0.7 | 8 | -2 | -4
COc1cc(C(=O)NCC(=O)N/N=C/c2cccc(OC(=O)c3ccco3)c2)cc(OC)c1OC | -0.7 | 100 | 5 | -1 | 0 | -0.6 | 4 | -14 | 0
O=C1CCN(Cc2ccccc2)CCN1CCOc1ccccc1 | 1.9 | 100 | 17 | -11 | -2 | 0.0 | 0 | 7 | -5
Nn1c(SCC(=O)N2CCCc3ccccc32)nnc1-c1ccccc1 | -0.1 | 91 | 8 | 2 | -2 | -0.5 | -7 | -2 | -10
O=C(N/C(=C\c1cccs1)C(=O)N1CCOCC1)c1cccs1 | 0.6 | 96 | 1 | 5 | 0 | 0.3 | -5 | -5 | -6
Cc1ccc(S(=O)(=O)NC(=O)Nc2c(C)cccc2C)cc1 | 13 | 98 | 7 | -4 | -8 | 0.8 | -3 | -4 | -7
Cc1ccc(CN(C(=O)Cn2nnc3ccccc32)C(C(=O)NCc2ccco2)c2ccc(C)o2)cc1 (configuration not stated) | 0.1 | 101 | 16 | -2 | 1 | 2.5 | 2 | -8 | -11
COc1cccc(N(CC(=O)NCCSc2ccc(Cl)cc2)S(C)(=O)=O)c1 | 3.2 | 96 | 2 | 0 | -5 | 3.1 | -1 | 3 | -10
Cc1ccc2cn[nH]c2c1NC(N)=S | -0.6 | 94 | -17 | 8 | -4 | 1.2 | -7 | -6 | -13
CC(=O)C1=C(C)Nc2ncnn2C1c1cccc(Br)c1 (configuration not stated) | 0.7 | 97 | 9 | 0 | -9 | -0.3 | 8 | -4 | -2
O=C(Cc1ccccc1F)Nc1ccc(S(=O)(=O)Nc2ncccn2)cc1 | 0.8 | 100 | 20 | -3 | -8 | 0.5 | 4 | -5 | 4
CCCCCOc1ccc(Br)cc1/C(C)=N/NC1=NCCN1 | 3.6 | 126 | 83* | 0 | -4 | 5.2 | 4 | 18* | -9
C=CCc1cc(Cl)ccc1OCCOCCNCCOC | 4.5 | 102 | 52 | -5 | -6 | 0.5 | 0 | 4 | -1
COc1ccc(Cc2nnc(NC(=O)c3ccc(Cl)c([N+](=O)[O-])c3)s2)cc1 | 1.8 | 96 | 3 | -6 | -2 | 1.3 | -4 | 6 | 0
O=C(NCC1CCCO1)c1cccc(F)c1 (configuration not stated) | 0.8 | 102 | 12 | 3 | 1 | 0.7 | -1 | -13 | -7
CCC1CCC2(CC1)NNC(=S)NN2 | -0.5 | 100 | 14 | 35* | -10 | 0.0 | -1 | 0 | -4
CN(CC(=O)NCc1ccc2c(c1)OCO2)CC(=O)Nc1ccc(F)c(F)c1F | 0.1 | nt | nt | nt | -7 | 0.3 | nt | nt | -2
COc1cccc(NC(=O)C(c2ccccc2)N2CCNC(=O)C2)c1 (configuration not stated) | -0.6 | 100 | -2 | -2 | nt | 0.9 | -4 | -5 | -11
CCCCN1C(Nc2ccccc2)=NC[C@@H]1Cc1ccccc1 | 2.6 | nt | nt | nt | -6 | 0.9 | nt | nt | 8
CC(N=C1NS(=O)(=O)c2ccccc21)C(=O)NCc1ccc(F)cc1 (configuration not stated) | 2.5 | nt | nt | nt | -5 | 0.6 | nt | nt | 6
CNC(=O)/C(C#N)=C1\SC(Cc2ccc(F)cc2)C(=O)N1c1ccccc1C (configuration not stated) | 1.6 | 102 | 3 | -1 | 3 | -0.1 | 3 | -6 | -10
CN(C)c1ccc(/C=N\NC(=S)SCN2C(=O)C3CCC(C)(C2=O)C3(C)C)cc1 (configuration not stated) | -0.2 | 98 | 1 | -7 | 1 | 0.3 | 2 | 2 | -7
O=C(CSc1ccccn1)Nc1ccc2c(c1)CCC2 | -2.1 | nt | nt | nt | -2 | -0.5 | nt | nt | 1
CNc1cc(F)nc(F)n1 | 0.5 | 98 | 23 | -2 | -5 | 0.0 | -5 | 0 | -6
COCCN(C(=O)CSc1ncn[nH]1)c1c(N)n(Cc2ccccc2)c(=O)[nH]c1=O | 1.5 | nt | nt | nt | -1 | 1.0 | nt | nt | 1
COc1ccc(-c2cc(C(=O)N3CCOCC3)c3cc(C)ccc3n2)cc1 | -0.5 | 107 | 2 | 4 | 2 | 0.8 | 1 | 0 | -4
COc1ccc(C(=O)Nc2ccccc2C(=O)N2CCN(c3ccccc3)CC2)cc1 | nt | 109 | -6 | -8 | -4 | nt | 4 | -13 | nt
Cc1ccc(/C=C2\Oc3c(ccc(O)c3CN3CCN(CCO)CC3)C2=O)cc1 | 0.7 | 85 | 20 | -13 | 0 | 2.2 | -12 | -8 | 1
CC(=O)C1=C(C)NC(SCc2ccc(C#N)cc2)=C(C#N)C1c1ccco1 (configuration not stated) | -0.6 | 97 | 28 | 12 | -5 | -0.7 | -2 | -3 | -3
Cc1noc(C)c1C(=O)N1CCCC(N2CCN(c3cccc(C(F)(F)F)c3)CC2)C1 (configuration not stated) | 0.4 | 103 | 10 | -10 | -3 | 2.0 | 0 | -1 | -8
N#Cc1cccc(NC(=O)COC(=O)CCc2nc3ccccc3c(=O)[nH]2)c1 | 0.2 | 107 | 14 | -1 | -3 | -0.1 | 8 | -6 | -7
O=C1c2ccc(Oc3ccc4c(c3)C(=O)N(CCCCO)C4=O)cc2C(=O)N1CCCCO | 4.0 | 101 | 11 | 0 | -3 | 14 | 3 | -5 | -20
Cc1cc(C)n2[nH]c(=O)c(N=Nc3cccc(Cl)c3)c2n1 | 0.6 | 95 | 3 | 2 | -2 | 0.0 | -2 | -7 | -5
Cc1c(C(=O)N(C)C2CC(C)(C)NC(C)(C)C2)oc2c(F)cccc12 | 1.4 | 99 | 15 | -4 | -2 | 1.3 | -6 | 4 | -13
O=C(NCCNC(=O)c1cc(F)cc(F)c1)c1cc(F)cc(F)c1 | -0.1 | 103 | 8 | -5 | -9 | 0.2 | 5 | -1 | -6
CC(NC(=O)CNC(=O)c1ccccc1F)c1ccc(-n2ccnc2)cc1 (configuration not stated) | -0.1 | nt | nt | nt | -4 | -0.1 | nt | nt | -8
COc1ccc(CCN(C)C(=O)C2CCN(Cc3ccccc3)CC2)cc1OC | 0.5 | 96 | -2 | 3 | -6 | 0.6 | -8 | 4 | 8
COC(=O)C(c1ccccc1)C(C(=O)OC)c1ccccc1 (configuration not stated) | -1.3 | 103 | 19 | 2 | -9 | 0.1 | 2 | -9 | -10
O=C(CCn1cnc2ccccc2c1=O)Nc1ccc(S(=O)(=O)N2CCCCC2)cc1 | 1.3 | 104 | -2 | 2 | 5 | 2.6 | 4 | -5 | -8
CN(CC(=O)Nc1ccccc1Cl)C(=O)c1cc(=O)[nH]c2ccccc12 | -0.5 | 82 | 11 | -7 | -5 | 0.5 | -17 | 1 | -2
CC1=C([N+](=O)[O-])C(c2ccccc2Cl)NC(=O)N1 (configuration not stated) | 0.1 | 110 | 9 | 2 | -7 | 0.6 | 3 | -14 | -3
O=C(NCCCN1CCN(c2ccccc2F)CC1)C1CCN(S(=O)(=O)N2CCOCC2)CC1 | 0.1 | 102 | 15 | -7 | 4 | 0.3 | 2 | 7 | -4
CC(NC(=O)c1ccccc1F)c1nnc(SCC(=O)N2CCN(c3ccccc3)CC2)n1C (configuration not stated) | -1.2 | 99 | 13 | -12 | 0 | -1.6 | -2 | -4 | -21
C/C(=N\NC(=O)c1cc2c(s1)CCC(C)C2)c1cccnc1 (configuration not stated) | -0.8 | 99 | 3 | -15 | -5 | -0.2 | 1 | -6 | -10
O=C(O)C(Cc1ccccc1)N=Cc1c(O)c2ccccc2oc1=O (configuration not stated) | nt | 99 | -9 | -10 | 1 | nt | -1 | -9 | nt
N#C/C(=C\c1cccnc1)c1ccc([N+](=O)[O-])cc1 | -1.9 | 101 | 29 | 3 | -3 | 1.1 | 0 | 4 | -17
Cn1c(=O)n(C)c2cc([N+](=O)[O-])c(N3CCN(S(=O)(=O)c4ccccc4)CC3)cc21 | 7.8 | 126 | 26 | -13 | -8 | 15 | 18 | -5 | -9

Ordered by molar mass (lowest first): part of the list above
SMILES | OXTR ag | MEKK2wt PB1 HTS | NALP1 yeast inh | PfM18AAP inh | GalR3 antagonist | V1aR counter | MEKK2mut PB1 HTS | GPR7 antag | OXTR potentiate
COC(=O)C(c1ccccc1)C(C(=O)OC)c1ccccc1 (configuration not stated) | -1.3 | 103 | 19 | 2 | -9 | 0.1 | 2 | -9 | -10
CC(NC(=O)CNC(=O)c1ccccc1F)c1ccc(-n2ccnc2)cc1 (configuration not stated) | -0.1 | nt | nt | nt | -4 | -0.1 | nt | nt | -8
CC(NC(=O)c1ccccc1F)c1nnc(SCC(=O)N2CCN(c3ccccc3)CC2)n1C (configuration not stated) | -1.2 | 99 | 13 | -12 | 0 | -1.6 | -2 | -4 | -21

(continued)
SMILES | OXTR ag | MEKK2wt PB1 HTS | NALP1 yeast inh | PfM18AAP inh | GalR3 antagonist | V1aR counter | MEKK2mut PB1 HTS | GPR7 antag | OXTR potentiate
CCOC(=O)C1CCCN(C(=O)c2cccc(S(=O)(=O)N(Cc3ccccc3)c3ccccc3OC)c2)C1 (configuration not stated) | -2.1 | nt | nt | nt | -1 | -0.8 | nt | nt | -8
Cn1c(CN2CCOCC2)nnc1SCC(N)=O | 1.9 | 105 | -4 | -20 | 6 | 2.0 | 8 | 6 | -10
O=C(NCCN1CCNCC1)c1ccccn1 | 0.4 | 102 | 19 | -6 | -5 | 0.2 | 3 | -8 | -15
O=C(CSCc1ccccc1Cl)NNC(=O)c1ccccc1 | 1.2 | 106 | 26 | 22 | -6 | 0.2 | 5 | -10 | -5
COc1ccc(CCNc2nnc(Sc3nnnn3-c3ccccc3)s2)cc1OC | 1.6 | 99 | 36 | 4 | -6 | 3.5 | 2 | -8 | -18
Cc1cc(C)c(S(=O)(=O)NCc2ccccn2)cc1C | -0.2 | 101 | -2 | 4 | -12 | -0.2 | 4 | -14 | -8
COc1ccc(Br)cc1/C=N/n1c(COc2ccccc2)n[nH]c1=S | 0.4 | 104 | -2 | 13 | 1 | 2.6 | 1 | -10 | -1
CN1CCN(CC(=O)N(Cc2c(C#N)c3ccccc3n2C)c2ccccc2)CC1 | -0.1 | 105 | 30* | -3 | -3 | -0.7 | 2 | 2 | -8
O=C(Nc1ccc(S(=O)(=O)Nc2nccs2)cc1)c1cccc(N2C(=O)c3ccccc3C2=O)c1 | 1.2 | 81 | 6 | -8 | 7 | 1.8 | -9 | -5 | 5
CCCN(CCC(=O)Nc1ccccc1F)CC1CC1 | -0.3 | 97 | 12 | 0 | -1 | 0.2 | -3 | 5 | -3
Cc1cccc(NC(=O)CN(CCc2ccccc2)S(C)(=O)=O)c1 | nt | 101 | 3 | 5 | -8 | nt | 1 | -8 | nt
